Yp Topo-I inh: Y. pestis Topo-I inhibition via cleavage products; Y. pestis Topo-I cleavage product accumulation, plate reader; hit rate 0.064% among 360,000; AID 504884; activity, % at 10 µM; in the data active = activity above about 50%, passing the limit was not always enough; inconclusive = no clear call, values can overlap the other calls; note: inactives centre near 2
TcdB inh: TcdB glycohydrolase inhibition. P18177. TcdB glycohydrolase enzymatic assay, plate reader. inhibition, % at 9.99 µM. hit rate 0.24% among 350,000. AID 652162; in the data active = inhibition above about 10%
FadD28 binding: blocks FadD28 binding to the bisubstrate probe; inhibition, % at 12.5 µM; hit rate 0.22% among 360,000; fluorescence polarization; in the data active = inhibition above about 8.5%, passing the limit was not always enough; inconclusive = no clear call, values can overlap the other calls
BoNT F protease: blocks Botulinum neurotoxin F light chain protease. Multiplex microsphere protease cleavage assay, flow cytometry. inhibition, % at 10 µM. hit rate 0.22% among 360,000. AID 588497; in the data active = inhibition above about 35%, passing the limit was not always enough; inconclusive = no clear call, values can overlap the other calls; note: plate controls were buffer without enzyme for full effect and enzyme alone for no effect
PfHsp40 rescue: restores yeast growth despite PfHsp40 toxicity; S. cerevisiae expressing PfHsp40, growth rescue, ATP luminescence; growth rescue, % at 12.5 µM; hit rate 0.68% among 340,000; AID 504582; in the data active = growth rescue above about 28%, passing the limit was not always enough; inconclusive = no clear call, values can overlap the other calls;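 note: yeast W303a lacking pdr1 and pdr3 grown in galactose medium; growth measured after three days at 30 °C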
CCHF vOTU inh: CCHFV vOTU protease inhibition; Pep-AMC fluorescence; inhibition, % at 11.5 µM; hit rate 0.55% among 370,000; in the data active = inhibition above about 30%; note: 0% = vehicle wells with enzyme and 100% = no enzyme wells
BoNT A protease: inhibitors of Botulinum neurotoxin A light chain protease; multiplex microsphere protease substrate cleavage, flow cytometry; inhibition, % at 10 µM; hit rate 0.17% among 360,000; note: plate controls were buffer without enzyme for full effect and enzyme alone for no effect
PrPC TRFRET: cell surface PrPC inhibition, primary TR-FRET screen | P04156 | TR-FRET read-out | inhibition, % at 13.8 µM | hit rate 0.43% among 370,000 | AID 720596; in the data active = inhibition above about 24%; note: 0% = median of the test wells and 100% = reference compound wells
Anthrax LF inh2: inhibitors of Bacillus anthracis lethal factor protease. inhibition, % at 10 µM. P15917. multiplex microsphere protease cleavage assay, LF. hit rate 0.12% among 360,000; note: plate controls were buffer without enzyme for full effect and enzyme alone for no effect
Target sequence (P15917 whole entry, looked up): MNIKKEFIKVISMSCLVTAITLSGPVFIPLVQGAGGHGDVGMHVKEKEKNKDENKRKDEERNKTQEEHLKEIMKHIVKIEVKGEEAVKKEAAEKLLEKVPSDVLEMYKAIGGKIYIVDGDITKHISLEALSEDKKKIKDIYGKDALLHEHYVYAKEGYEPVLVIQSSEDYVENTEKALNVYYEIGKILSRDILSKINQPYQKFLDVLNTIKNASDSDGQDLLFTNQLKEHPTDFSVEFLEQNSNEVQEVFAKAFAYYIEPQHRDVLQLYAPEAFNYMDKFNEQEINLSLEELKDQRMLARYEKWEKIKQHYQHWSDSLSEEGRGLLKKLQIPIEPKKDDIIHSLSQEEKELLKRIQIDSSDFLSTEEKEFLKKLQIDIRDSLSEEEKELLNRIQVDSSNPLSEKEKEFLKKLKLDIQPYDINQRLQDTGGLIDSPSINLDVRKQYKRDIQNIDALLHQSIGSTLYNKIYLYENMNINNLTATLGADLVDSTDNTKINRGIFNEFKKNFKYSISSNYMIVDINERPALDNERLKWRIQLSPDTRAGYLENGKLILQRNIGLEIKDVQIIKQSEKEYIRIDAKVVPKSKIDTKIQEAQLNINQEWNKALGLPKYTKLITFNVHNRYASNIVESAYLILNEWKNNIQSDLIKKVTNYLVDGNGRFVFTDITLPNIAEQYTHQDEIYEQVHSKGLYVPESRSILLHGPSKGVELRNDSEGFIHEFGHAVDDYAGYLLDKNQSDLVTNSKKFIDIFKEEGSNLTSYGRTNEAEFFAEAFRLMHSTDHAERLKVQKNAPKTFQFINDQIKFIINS
* = called active by the depositor; ? = inconclusive; . = no result given; & = joins results of further samples. Cut-off read from the data, not from the text of the source, unless noted: active = inhibition above about 30%; inconclusive = no clear call, values can overlap the other calls; inactive = below that.

no.	mol	Yp Topo-I inh	BoNT A protease	PrPC TRFRET	FadD28 binding	TcdB inh	PfHsp40 rescue	BoNT F protease	CCHF vOTU inh	Anthrax LF inh2
1	O=C(Nc1ccc2c(c1)OCCO2)C(c1ccc(F)cc1)N1CCCCC1 (configuration not stated)	14	0.3	10	-1.2	.	-0.8	9	5	3
2	Cc1ccc(NC(=O)c2cc(-c3ccc4c(c3)OCO4)on2)cc1	-8	-0.5	3	.	0.2	-1.1	1	1	-4
3	Cc1cccc(C)c1NC(=O)c1c(-c2ccccc2)noc1C	-9	0.1	4	2.5	.	-0.2	1	8	-3
4	O=C(CNc1ccc(Br)cc1)Nc1cccc(S(=O)(=O)N2CCCC2)c1	-7	-1.9	11	-1.1	-1.1	-0.2	1	-6	-3
5	Cc1ccc(C(=O)Nc2nc(=O)[nH]s2)cc1	-12&0	0.3&-0.3	-3&7	-2.7&-2.3	-0.2&1.1	-0.9&1.0	6&-2	-14&-6	-1&-2
6	O=C(NC(c1ccccc1)c1ccc2ccccc2n1)C1CCN(Cc2ccc(Cl)c(Cl)c2)CC1 (configuration not stated)	16	-0.2	-8	-2.0	0.3	.	-6	-5	0
7	Cc1ccc(OCC(O)CN2CCN(c3ccccn3)CC2)c(C)c1 (configuration not stated)	8	0.2	-8	0.0	1.3	2.2	-4	-7	-2
8	COc1ccc(S(=O)(=O)NCc2cccnc2)cc1	3	-5.9	-1	0.1	0.1	-2.2	0	-14	11
9	O=C(CN1CCN(Cc2ccccc2F)C1=O)NC1CCCC1	-2	-0.8	2	0.8	0.7	0.3	2	-16	-1
10	O=C(NCc1cccc(Br)c1)c1cc(-c2ccccc2)nn1CC1CC(c2cccc([N+](=O)[O-])c2)=NO1 (configuration not stated)	-2	0.3	0	-0.9	.	2.2	-4	-9	2
11	CCCn1c(=O)c2ccccc2n2c(SCC(=O)Nc3cc(C)on3)nnc12	-1	0.4	-4	-3.3	.	-1.6	-8	13	-1
12	COC(=O)C(O)(c1ccc(NC(=O)c2ccco2)c(OC)c1)C(F)(F)F (configuration not stated)	2	0.2	7	-1.0	.	-0.1	-14	12	0
13	COc1ccc(S(=O)(=O)c2c[nH]c(=S)[nH]c2=O)cc1Cl	-15	-1.0	-5	-1.5	0.3	-0.2	-2	14	-7
14	Cc1ccc(-c2n[nH]c(=S)n2/N=C/c2sccc2C)cc1	2	-1.2	-1	-2.9	0.9	1.8	3	4	1
15	CCn1ncc(Br)c1C(=O)Nc1ccc(Cl)cn1	-1	-2.0	1	-1.5	.	-1.6	-15	-2	-1
16	Cc1cc(C)cc(N(CC(=O)NCc2ccc(F)cc2)C(=O)CCC(=O)Nc2ccccn2)c1	19	1.6	9	-0.7	-5.2	0.5	4	26	12
17	COc1cccc(C(=O)Nc2ccc(N3CCN(C(=O)c4ccco4)CC3)cc2)c1	8	-1.4	3	-1.2	-0.3	-1.3	-6	6	0
18	Cc1ccc(-c2ccc(CCC(=O)O)n2-c2ccc(C(=O)O)cc2)cc1	2	-6.7	8	2.3	-1.5	.	-16	2	-9
19	CCn1nccc1C(=O)Nc1cc(Cl)cc(Cl)c1	-1	-0.9	-2	-7.5	.	63*	-11	-5	-1
20	Cc1ccc(C)c(NC(=O)CCC(=O)N/N=C/c2ccc3c(c2)OCO3)c1	2	-1.3	5	-1.2	0.7	-0.5	0	23	-8
21	Cc1onc(-c2ccccc2)c1C(=O)NNC(=O)c1ccccc1	-3	-0.2	-2	0.3	0.3	-0.5	0	-8	-6
22	COC(=O)c1c(NC(NC(=O)CC(C)C)C(Cl)(Cl)Cl)sc2c1CCC2 (configuration not stated)	14	-1.0	-2	-3.9	.	-1.8	-10	13	-4
23	O=C(c1ccc2ncsc2c1)N1CCN(c2ccc(O)cc2)CC1	-3	-0.5	0	-1.5	.	-1.3	-6	0	-1
24	O=C(Nc1ccccc1C(=O)NCc1cccnc1)c1ccc(Cl)cc1Cl	-1	0.9	-4	-3.9	0.8	-0.8	-1	-8	-1
25	CCN(CC)S(=O)(=O)c1cc(NC(=O)C(C)Nc2ccccc2N2CCOCC2)ccc1C (configuration not stated)	6	-0.6	-6	-1.6	0.5	0.4	-2	-7	1
26	COC(=O)c1cc([N+](=O)[O-])c(C)c(C)n1	10	0.1	-5	-0.4	0.6	.	-1	-8	-3
27	C/C(=N\NC(=O)c1ccc(Br)cc1)c1cccc(NC(=O)c2cccnc2)c1	7	-0.4	9	-5.0	0.4	0.3	-4	-3	-3
28	O=C(COC(=O)C1COc2ccccc2O1)NC(=O)NC1CCCC1 (configuration not stated)	-3	0.3	2	-3.3	0.3	1.5	0	-2	-2
29	COc1ccc(N2CCN(C(=O)c3cn(Cc4ccccc4)nc3-c3cccnc3)CC2)cc1	25	-0.3	-2	1.0	1.4	-0.2	-6	-7	-7
30	O=C(CCCn1c(=O)[nH]c2cc(Cl)ccc2c1=O)NCC1CCCO1 (configuration not stated)	-1	0.6	4	-0.1	.	0.0	-2	17	0
31	CC(=O)Nc1ccc(C(=O)N2CCCc3ccccc32)cc1	0	-1.1	4	2.0	0.2	-1.1	?	1	-2
32	CS(=O)(=O)N(CC(=O)N1CCN(Cc2ccccc2)CC1)c1cccc(F)c1	2	-1.8	0	-1.4	-0.2	-1.6	14	8	-12
33	CC(C)C[C@H](NC(=O)N1CCn2c1nc1ccccc12)C(=O)N[C@@H](C(=O)O)c1ccccc1	-4	-0.2	-6	1.0	-3.9	1.0	-7	-1	-1
34	COc1cc(NC(=O)c2ccc(Br)o2)ccc1NC(=O)C(C)C	-7	-0.5	1	-0.4	.	0.7	-8	5	4
35	CCOC(=O)c1ccccc1NC(=O)CN(c1cccc(OC)c1)S(C)(=O)=O	25	-1.5	-8	-5.9	.	0.3	-23	-2	-6
36	CO/C=C/C#CC1(O)CCN(C)CC1	6	-0.6	-2	-0.7	.	-1.7	-6	-9	1
37	COc1ccc(-c2ccc(N)[n+](CCCC(=O)O)n2)cc1	-1	-0.1	-8	-1.0	-0.8	-0.1	-6	-3	-14
38	CC1Cn2c(nnc2-c2cccc(N)c2)S1 (configuration not stated)	9	-0.3	8	1.0	1.0	-0.4	0	-2	4
39	O=C(CC1NCCNC1=O)Nc1ccc(Cl)c(Cl)c1 (configuration not stated)	-8	0.0	2	-5.8	.	-0.7	-5	1	0
40	COc1ccc(CN2CCN(Cc3cn(C)nc3-c3ccccc3)CC2CCO)c(C)c1C (configuration not stated)	9	-0.5	-1	-2.1	1.2	3.4	-2	-1	-2
41	COc1ccccc1NC(=O)Nc1nnc(Cc2ccc(F)cc2)s1	-5	0.1	23	-4.0	1.8	1.1	-9	3	4
42	COC(=O)c1c(NC(=O)c2ccco2)sc(C(=O)Nc2ccc(F)cc2)c1C	1	0.2	3	-2.6	0.6	0.9	-8	4	-1
43	CC(C)NC(=O)c1cc2nc(-c3ccco3)cc(C(F)(F)F)n2n1	3	1.3	-15	1.5	4.8	-1.1	-7	-28	-3
44	N=C(N)SCc1ccc(Cl)c2ccccc12	-6	0.9	-12	-3.2	3.4	-0.7	-6	18	1
45	O=C(NC(Cc1cccc(F)c1)C(=O)O)C1CCCCC1 (configuration not stated)	4	0.4	-4	-1.6	0.7	-0.9	-3	14	7
46	COc1ccc(CN(C)C(=O)c2cccc(Oc3ccccc3)c2)c(OC)c1OC	30	2.1	-1	-2.3	-1.1	3.9	-2	5	0
47	COc1ccc(-c2nnc(SCC(=O)NC(=O)Cc3ccccc3)n2C)cc1	2	-2.1	-1	-0.8	0.8	-0.9	3	-7	-13
48	CSCCC(NC(=O)COc1ccccc1)C(=O)N(C)Cc1ccc(SC)cc1 (configuration not stated)	33	-1.6	-3	.	1.2	-0.1	2	-1	-4
49	COc1cc(C=O)ccc1OS(=O)(=O)c1ccc(NC(C)=O)cc1	0	-0.1	8	-2.7	1.7	-0.8	8	0	-6
50	CCN1C(=O)[C@H]2[C@@H](c3ccc(-c4cccc(Cl)c4)c(OC)c3)N[C@@](C)(C(=O)OC)[C@H]2C1=O	6	-0.1	-3	-2.1	-1.2	0.2	8	2	-3
51	Cc1nn2cc(-c3ccccc3)nc2[nH]c1=O	2	-0.5	-2	0.7	.	-0.1	-11	-26	-10
52	CC(C)NC(=O)c1ccccc1NC(=O)C1CCCO1 (configuration not stated)	-6	0.0	-2	1.1	.	1.0	-2	-18	3
53	O=C(NCC1CCCO1)c1cnn2c1NC(c1ccccc1)CC2C(F)(F)F (configuration not stated)	-4	-0.5	2	0.4	0.7	-0.5	-7	7	-11
54	O=C(COC(=O)c1ccccc1)Nc1ccc2[nH]c(=O)[nH]c2c1	-9	-1.8	-5	-1.2	-1.5	0.9	-4	-5	-7
55	COc1cc(/C=C\C(=O)NCc2ccc3c(c2)cc(C)n3C)cc(OC)c1OC	16	68*	68*	-1.7	2.1	-0.3	-120	-1	-80
56	O=c1nc(Nc2ccc(OCc3ccccc3)cc2)sc2ncccc12	9	-1.4	-7	-0.1	0.8	0.2	-7	-9	0
57	NS(=O)(=O)c1ccc(N=Nc2ccc(O)c3ncccc23)cc1	-6	0.8	-74	-2.5	-0.8	-0.4	-59	28	-12
58	Cc1[nH]c(=O)[nH]c(=O)c1NS(=O)(=O)c1ccc2c(c1)CCCC2	-6	-0.5	-3	-0.9	2.2	-1.4	2	-2	-2
59	CC1(c2ccc(Cl)cc2)NC(=O)N(CC(=O)N2CCc3ccccc32)C1=O (configuration not stated)	5	-0.1	6	-3.2	0.3	-0.8	0	1	-5
60	O=[N+]([O-])c1ccc2nc(CCCc3nc4ccc([N+](=O)[O-])cc4[nH]3)[nH]c2c1	-1	-0.3	-24	-4.8	0.8	0.0	-3	17	5

Entries of single compounds, looked up by structure.
COc1cc(C=O)ccc1OS(=O)(=O)c1ccc(NC(C)=O)cc1 is listed as Yp Topo-I inh = 0; BoNT A protease = -0.1; PrPC TRFRET = 8; FadD28 binding = -2.7; TcdB inh = 1.7; PfHsp40 rescue = -0.8; BoNT F protease = 8; CCHF vOTU inh = 0; Anthrax LF inh2 = -6
O=C(COC(=O)c1ccccc1)Nc1ccc2[nH]c(=O)[nH]c2c1 is listed as Yp Topo-I inh = -9; BoNT A protease = -1.8; PrPC TRFRET = -5; FadD28 binding = -1.2; TcdB inh = -1.5; PfHsp40 rescue = 0.9; BoNT F protease = -4; CCHF vOTU inh = -5; Anthrax LF inh2 = -7

Next part
no.	mol	Yp Topo-I inh	BoNT A protease	PrPC TRFRET	FadD28 binding	TcdB inh	PfHsp40 rescue	BoNT F protease	CCHF vOTU inh	Anthrax LF inh2
61	Cc1ccc(NC(=O)CSc2n[nH]c(N)n2)cc1S(=O)(=O)N1CCOCC1	-3	-0.6	-2	-2.9	1.1	0.2	2	-10	-2
62	COc1ccc(CC(=O)NCC2CCCN(Cc3cccc(C(F)(F)F)c3)C2)cc1 (configuration not stated)	5	-3.2	9	0.7	0.1	-0.6	?	12	17
63	COc1cc2c(cc1OC)C(c1ccccc1OC(C)C)CC(=O)N2 (configuration not stated)	7	0.3	-12	-3.4	2.4	4.8	-38	-8	-3
64	N#Cc1cn(Cc2ccco2)c(=O)[nH]c1=O	0	-0.5	1	-2.5	2.0	0.7	-11	8	-6
65	O=C(Nc1ccc(Cl)cc1Cl)C1CCCO1 (configuration not stated)	7	-6.8	0	1.5	1.1	0.6	-42	-1	-8
66	COc1ccc2c(c1)c(CC(=O)OCC(=O)O)c(C)n2C(=O)c1ccc(Cl)cc1	13	-1.0	9	-4.8	-0.4	-0.1	-8	4	-6
67	O=C1c2ccsc2SCCN1Cc1ccccc1Cl	-7	-0.8	9	-1.7	.	-1.3	-16	13	-3
68	Cn1c(Cc2ccc3c(c2)OCO3)nnc1SCC(=O)NC(C)(C)C	-12	-1.3	4	-0.7	-0.2	-1.3	-14	-9	-4
69	[O-]C1=N[N+](=C(c2ccccc2)c2ccccc2)C1	-5	-0.8	-4	2.2	.	0.5	-5	-3	-1
70	COc1ccccc1OC(C)C(=O)N(Cc1ccco1)C1CCS(=O)(=O)C1 (configuration not stated)	3	-1.2	.	-0.7	.	0.2	-9	.	-3
71	O=C1C2=C(CCCC2)C(=O)N1CNc1ccccc1	-5	-9.1	1	-1.5	0.6	-2.0	?	-2	-13
72	CC(C)(C)NC(=O)CSc1nc(N)c(-c2ccccc2)c(=O)[nH]1	7	0.6	-3	0.2	-1.0	-1.6	-5	-6	0

Screens from PubChem.

This is a random part of the collection. Share with any hit: about 2.3%.
